Bioassay records deposited in PubChem BioAssay by National Center for Advancing Translational Sciences (NCATS).
Nrf2 inh = Nrf2 pathway inhibition | Potency, µM (doses to about 46 µM), for the others: at the top dose activity change, negative = inhibition, usual class: inhibitors | 360,000 tested, 2.1% active | A549 ARE-Fluc reporter, luciferase luminescence, 18-24 h; note: potency is the fitted concentration of half-maximal effect; % is set by controls: 0 for no effect and ±100 for the full control effect; nearly all actives have a fitted effect of over 60% in size
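Two sequential reads on A549 ARE_Fluc cells exposed to compound for 18-24 h: a CellTiter-Fluor fluorescence read for viability, then a luciferase luminescence read for Nrf2/ARE activity.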
TGFb SMAD3 inh = blocks TGF-b signaling; HepG2 CAGA-GFP TGF-b/SMAD3 reporter, GFP fluorescence, 18 h; TGF-beta stimulated, 500 pg/mL final; Potency, µM (titrated, usually from 46.1 µM), for the others: top-dose activity, negative = inhibition, actives largely listed as inhibitors; 410,000 tested, 1.2% active; note: potency is the fitted concentration of half-maximal effect; % is set by controls: 0 for no effect and ±100 for the full control effect; nearly all actives have a fitted effect of over 65% in size
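HEPG2 CAGA-GFP, 1000 cells/well; 2 h settle, 37 C; cpd via pin tool; TGF-b 500 pg/mL final; 18 h, 37 C; GFP imaging ex488/em500-530; %Activity normalised to -TGF-b and +DMSO controls; CRC fit, curve class.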
MmCpn inh = M. maripaludis TRiC chaperonin inhibition; Potency, µM (doses to about 76.9 µM), for inactives: at the top dose activity, negative = inhibition, actives largely listed as inhibitors; 330,000 tested, 0.031% active; purified Mm-Cpn ATPase, ADP Transcreener TR-FRET; note: potency is the fitted concentration of half-maximal effect; % is set by controls: 0 for no effect and ±100 for the full control effect; nearly all actives have a fitted effect of over 80% in size
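Measured: ADP formation by purified Mm-CPN. Conditions: 25 nM protein, 10 uM ATP, Tris pH 7.4 with Mg2+, K+ and DTT, 37°C for 30 min. Detection: Transcreener HTRF after 30 min at room temperature.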
CCT modulator = modulators of cytosolic chaperonin (CCT/TRiC) activity. purified chaperonin ATPase assay, HTRF ADP detection, 30 min. activity change, % (no concentration beside the values), hits read low. AID 651819. 360,000 tested, 0.3% active; in the data active = activity change below about -30%; note: % is set by controls: 0 for no effect and ±100 for the full control effect
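We incubate TRiC, 40 or 20 nM final, with library compounds at 76 uM and 10 uM ATP for 30 min at 37 °C. ADP formed is detected with Transcreener HTRF reagents after 30 min at room temperature.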
A549 viability = A549 cytotoxicity, counter-screen for Nrf2 inhibitors; A549 ARE-Fluc cells, CellTiter-Fluor viability, 18-24 h; 390,000 tested, 0.16% active; Potency, µM (top dose mostly 46 µM), inactives show top-dose activity change, negative = cytotoxicity, most hits filed as inhibitors; note: potency is the fitted concentration of half-maximal effect; % is set by controls: 0 for no effect and ±100 for the full control effect
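Cytotoxicity counterscreen: CellTiter-Fluor fluorescence was measured in A549 ARE_Fluc cells after 18-24 h of compound exposure in a concentration series. The subsequent BugLite luminescent read reports ARE-luciferase activity.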
Akt phos inh = Akt phosphorylation inhibition; Neuro2A IGF-stimulated pAkt S473 HTRF, 20 min; stronger effect = lower value; activity change, % for hits at 50 µM; 360,000 tested, 0.32% active; in the data active = activity change below about -80%; inconclusive = mostly about -51% to -80%; note: % is set by controls: 0 for no effect and ±100 for the full control effect
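Neuro2A cells (4,500/well, DMEM with 0.5% FBS) were treated with compound at a single 50 µM final concentration, stimulated with 6 nM IGF for 20 min at 37 °C, and lysed. Phospho-Akt Ser473 was read by HTRF as 665/615 ratio ×10^4.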
EPAC2 agonist = EPAC2 (human) agonism; Q8WZA2; EPAC2 activation, biochemical qHTS; response scale: 100% = 6.5 mM cAMP response; Potency, µM (doses to about 154 µM), inactives show at the highest dose activation, usual class: activators; 360,000 tested, 0.079% active; AID 720711; note: potency is the fitted concentration of half-maximal effect; nearly all actives have a fitted effect of over 50% in size
Target sequence (Q8WZA2 whole entry, looked up): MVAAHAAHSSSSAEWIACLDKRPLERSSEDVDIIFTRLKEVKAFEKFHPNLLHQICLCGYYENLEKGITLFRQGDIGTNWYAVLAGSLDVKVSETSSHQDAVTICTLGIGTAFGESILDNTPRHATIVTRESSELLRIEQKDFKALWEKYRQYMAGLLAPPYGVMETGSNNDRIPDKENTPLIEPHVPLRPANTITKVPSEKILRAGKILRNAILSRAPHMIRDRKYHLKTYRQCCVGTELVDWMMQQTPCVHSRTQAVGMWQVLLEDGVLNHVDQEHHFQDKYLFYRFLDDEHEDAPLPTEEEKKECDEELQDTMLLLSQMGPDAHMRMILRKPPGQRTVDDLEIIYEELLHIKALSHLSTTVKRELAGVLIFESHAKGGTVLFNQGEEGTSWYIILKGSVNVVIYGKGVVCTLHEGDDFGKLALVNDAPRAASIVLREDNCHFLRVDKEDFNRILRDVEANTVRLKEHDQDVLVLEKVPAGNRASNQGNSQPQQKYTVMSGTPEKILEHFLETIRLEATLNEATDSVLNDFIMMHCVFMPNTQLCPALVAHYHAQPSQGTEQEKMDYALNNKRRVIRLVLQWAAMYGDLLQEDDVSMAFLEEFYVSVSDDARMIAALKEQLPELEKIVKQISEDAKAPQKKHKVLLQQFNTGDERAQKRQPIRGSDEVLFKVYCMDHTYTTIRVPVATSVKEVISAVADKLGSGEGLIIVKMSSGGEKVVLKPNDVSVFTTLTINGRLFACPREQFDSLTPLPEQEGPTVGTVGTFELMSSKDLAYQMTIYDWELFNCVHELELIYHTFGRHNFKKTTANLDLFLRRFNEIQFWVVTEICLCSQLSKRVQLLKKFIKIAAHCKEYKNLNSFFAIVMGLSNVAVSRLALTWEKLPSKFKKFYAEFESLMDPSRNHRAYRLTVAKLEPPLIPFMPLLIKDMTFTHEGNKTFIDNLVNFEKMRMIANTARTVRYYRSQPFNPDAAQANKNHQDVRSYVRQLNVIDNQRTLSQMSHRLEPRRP
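Each well held 100 nM EPAC2, 250 nM RAP1B-BODIPY-GDP and 50 uM GDP. Fluorescence, read at 5-min intervals to 30 min, was referenced to a 6.5 mM cAMP positive control.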
Nrf2 ARE act = activates Nrf2 signaling; Potency, µM (highest dose often 46.1 µM), inactives show top-dose activation, hits mostly activators; AREc32 ARE-luciferase reporter (MCF7-derived line), luminescence, 24 h; AID 624171; 410,000 tested, 0.31% active; note: potency is the fitted concentration of half-maximal effect; % of control where 0% means no effect; nearly all actives have a fitted effect of over 65% in size
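For detection, Steady-Glo was added and plates sat 30 min at RT; before that, AREc32_Fluc cells grown overnight in OPTI-MEM/5% FBS had been treated with 23 nL compound for 24 hr at 37 deg C.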
EPAC2 antag = EPAC2 (human) antagonism. EPAC2 GEF exchange of Rap1B-BODIPY-GDP, fluorescence. Potency, µM (titrated, usually from 114 µM), without a hit: at the top dose activity, negative = inhibition, hits mostly inhibitors. 360,000 tested, 0.18% active; note: potency is the fitted concentration of half-maximal effect; % is set by controls: 0 for no effect and ±100 for the full control effect; nearly all actives have a fitted effect of over 45% in size; many of its hits are not listed in these tables
* = called active by the depositor; i = inactive; ? = inconclusive; nt = not tested or not shown; [ ] = dose if it differs, or a comment. Unless noted, calls come from the whole dose curve; as a rule, active = well fitted curve in the direction sought with a large enough effect; inconclusive = small, poorly fitted or top-dose-only effect, or another doubt; inactive = no such curve, though single readings can be large; an effect the other way counts as inactive or inconclusive. An excerpt, so the mix of outcomes need not match the whole.

SMILES	Nrf2 inh	TGFb SMAD3 inh	MmCpn inh	CCT modulator	A549 viability	Akt phos inh	EPAC2 agonist	Nrf2 ARE act	EPAC2 antag
CCCc1c(O)nc(SCc2ccccc2)[nH]c1=O	-10%	0%	0%	-1.2	-6%	i	-1%	-0.5%	-4%
CC(c1ccccc1)N1C(=O)/C(=C/c2ccncc2)SC1=S (centres undefined)	?	?	0%	0.9	11%	i	21%	?	3%
Cc1cccc(NC(=O)CSC(N)=O)c1C	1%	-10%	0%	-1.4	-3%	-113%*	4%	0.3%	4%
CC(C)CCNC(=O)CN1C(=O)NC(c2ccccc2)(c2ccccc2)C1=O	-9%	-24%	0%	-0.2	2%	i	8%	0.2%	-1%
O=c1c2c(-c3ccccc3)csc2ncn1/N=C/c1c2ccccc2cc2ccccc12	nt	15%	-1%	-4.0	-4%	i	4%	-0.8%	10%
Cc1ccc(NC(=O)C2CCN(C(=O)c3cccs3)CC2)cc1	9%	7%	2%	-0.8	0%	i	3%	1.8%	-2%
CC(=O)c1cc(C#N)c(N2CC(C)OC(C)C2)nc1C (centres undefined)	-7%	14%	0%	0.9	0%	i	-4%	2.7%	1%
Cc1nc(SCC(N)=O)c(C#N)c(C)c1C	-2%	0%	0%	0.2	3%	i	7%	-0.9%	?
S=C(NCCN1CCOCC1)Nc1ccc(Nc2ccccc2)cc1	-12%	-1%	-7%	-3.3	6%	i	9%	0.6%	4%
Cc1cc(C)cc(NC(=O)C2CCCN(c3nnc(-n4c(C)ccc4C)s3)C2)c1 (centres undefined)	-11%	?	nt	nt	0%	nt	nt	13%	nt
COc1ccc(Nc2nc3c([nH]2)c(=O)[nH]c(=O)n3C)cc1	-3%	-4%	-2%	-1.6	0%	i	4%	0.5%	0%
COC(=O)c1ccc(-n2nnc(-c3nc(-c4ccc5c(c4)OCO5)no3)c2C)cc1	?	4%	nt	nt	5%	nt	nt	3.8%	nt
CC(C)(CNC(=O)Cc1ccc(Cl)cc1Cl)N1CCCCC1	19%	-17%	2%	0.0	6%	i	5%	-0.9%	1%
C=CCn1c(SCC(=O)Nc2ccc(F)cc2)nc2ccccc2c1=O	-15%	-2%	-1%	0.9	0%	i	-5%	-0.9%	1%
COc1ccc(Br)c2c1-c1nc(NC(=O)c3ccccc3SC)sc1C2	9%	?	nt	nt	-1%	nt	nt	2.4%	nt
O=Cc1ccc(OCc2ccccn2)cc1	?	3%	0%	-1.3	-18%[1.84 µM]	i	1%	0.3%	7%
COc1ccc(Cl)cc1CN1CCN(c2nc(C)cc(C)c2C#N)CC1	nt	49%[activator]	-2%	-0.8	18%	i	22%	-0.3%	-13%
Cc1cc(O)cc(C)c1NS(=O)(=O)c1ccc2ccccc2c1	-6%	-20%	4%	-2.0	8%	i	13%	0.4%	11µM*
CC(C)c1nnc(NC(=O)CCC(=O)Nc2ccccc2)s1	2%	21%	3%	-2.0	-10%	i	7%	0.9%	-1%
C#CC[N+]1(CC#Cc2cccc3ccccc23)CCOCC1	-22%	-22%	-5%	0.5	-9%	i	0%	1.8%	-5%
CCn1c(C)nnc1SCC(=O)Nc1ccc2c(c1)OCCO2	?	-18%	3%	-5.4	-6%	i	2%	0.1%	4%
CCOc1ccc(NC(=S)NS(=O)(=O)c2cc(Br)ccc2OCC)cc1	17%	4%	nt	-1.0	?	i	9%	0.7%	-11%
COc1cc(NC(=O)CN2CCC(C)CC2)c(C)cc1[N+](=O)[O-]	8%	7%	2%	-0.4	-3%	i	4%	-0.2%	3%
O=C(OCCN1CCOCC1)c1ccccc1	5%	-16%	-1%	-1.1	0%	i	9%	0.1%	1%
CC1CN(CCCOc2ccc([N+](=O)[O-])cc2)CC(C)O1 (centres undefined)	-8%	6%	4%	-1.7	1%	i	4%	-0.1%	5%

Next compounds follow.
SMILES	Nrf2 inh	TGFb SMAD3 inh	MmCpn inh	CCT modulator	A549 viability	Akt phos inh	EPAC2 agonist	Nrf2 ARE act	EPAC2 antag
Cc1ccc2nc(-c3ccc(NS(=O)(=O)c4c(C)n(C)c(=O)n(C)c4=O)cc3)sc2c1	?	?	?	0.7	?	i	6%	11%	-6%
COc1ccc(CNC(=O)CN2C(=O)C3CCCN3c3ncc(Cl)cc32)cc1 (centres undefined)	8%	-24%	-8%	1.7	0%	i	4%	1.7%	19%
O=C1C2C3C=CC(C4CC34)C2C(=O)N1/N=C/c1ccc([N+](=O)[O-])o1 (centres undefined)	?	-20%	0%	-0.7	-13%	i	7%	?	-3%
CCNC(=O)N(CC)C[C@H]1N[C@@](Cc2ccccc2)(C(=O)OC)[C@H]2C(=O)N(C)C(=O)[C@@H]12	0%	1%	1%	-2.0	-10%	i	5%	-0.4%	2%
Cn1c(/C=N/NC(=O)c2ccccc2Br)nc2ccccc21	0%	-8%	-1%	-0.9	1%	i	-1%	-0.5%	7%
N=C1C(c2ccccc2)=C(O)CN1c1cccc(S(=O)(=O)N2CCCCC2)c1	3%	21%	1%	0.6	3%	i	4%	-0.9%	1%
CCOC(=O)C1CCN(C(=O)C2CCN(c3nnc(-n4cccc4)s3)CC2)CC1	-6%	-15%	3%	-1.9	2%	i	8%	-1.6%	2%
O=c1c2ccccc2nc(/C=C/c2ccc3c(c2)OCO3)n1CCCO	?	?	-2%	1.5	-29%	i	-8%	3.8%	4%
CC(=O)NCC(=O)NC1CCCc2c1cnn2-c1ccc(C(C)(C)C)cc1 (centres undefined)	?	17%	0%	1.6	-6%	i	1%	-0.6%	16%
CCN1C(=O)C2C(c3cccc(F)c3)NC(C)(C(=O)OC)C2C1=O (centres undefined)	11%	-6%	-3%	0.4	-10%	i	4%	0.0%	14%
Cn1c(=O)[nH]c(=O)c2c1nc(CN1CCN(c3ccccc3)CC1)n2Cc1c(F)cccc1Cl	3%	9%	nt	nt	1%	nt	nt	-0.8%	nt
O=C(COC(=O)c1cccc(S(=O)(=O)N2CCOCC2)c1)c1ccccc1	?	-2%	-1%	-1.0	2%	i	-11%	2.1%	-1%
CCC(=O)N1CC2(C)CN(C(=O)CC)CC(C)(C1)C2	-1%	-5%	1%	1.0	-6%	i	0%	-0.7%	9%
CC1CCCC(C)N1C(=O)COC(=O)CCC(=O)c1cccs1 (centres undefined)	-12%	15%	1%	-1.4	-5%	i	3%	0.4%	5%
COc1ccc2nc(C3CCCCC3)nc(C3CCCCC3)c2c1	3%	?	1%	1.1	-1%	i	3%	0.2%	1%
Cn1c(=O)[nH]c(=O)c2c1nc(N1CCCCC1)n2CC(O)CN1CCCCC1 (centres undefined)	6%	-18%	-1%	2.3	18%	i	4%	0.0%	4%
Cc1ccc(C)n1NC(=O)c1ccccc1	-28%	12%	-4%	1.4	3%	i	5%	-0.1%	-1%
CCC1(CC)NC(=O)N(CC(=O)OCC(=O)Nc2ncc(Cl)cc2Cl)C1=O	4%	6%	-2%	0.0	-5%	i	-4%	2.4%	0%
CCc1cc(C(=O)NC2CCCc3c2cnn3-c2ccc(F)cc2F)no1 (centres undefined)	nt	1%	nt	-0.6	nt	i	0%	-0.4%	-15%
Cc1cc(C)c(C(=O)c2ccc(C(=O)N(C(C)C)C(C)C)cc2)c(C)c1	nt	-20%	0%	-3.0	-5%	nt	17%	2.5%	-9%
COc1ccc(C)cc1NC(=O)C(c1ccccc1)N1CCN(CC(=O)N2CCOCC2)CC1 (centres undefined)	1%	-13%	0%	1.0	-9%	i	7%	-0.2%	16%
COC(=O)c1ccc(S(=O)(=O)NCc2ccccc2)n1C	2%	0%	0%	-0.6	1%	i	5%	-0.6%	30%
O=C(COc1cccc2cccnc12)Nc1nccs1	?	5%	-2%	0.4	-7%	i	0%	8.5%	8%
Cc1ccc(NC(=O)CCc2nnc(SCC(=O)Nc3ccccc3C)n2C)cc1Cl	1%	28%	-1%	4.6	-2%	i	-6%	0.2%	11%

8 entries already listed, arranged by count of non-hydrogen atoms, rising:
SMILES	Nrf2 inh	TGFb SMAD3 inh	MmCpn inh	CCT modulator	A549 viability	Akt phos inh	EPAC2 agonist	Nrf2 ARE act	EPAC2 antag
O=C(COc1cccc2cccnc12)Nc1nccs1	?	5%	-2%	0.4	-7%	i	0%	8.5%	8%
Cn1c(/C=N/NC(=O)c2ccccc2Br)nc2ccccc21	0%	-8%	-1%	-0.9	1%	i	-1%	-0.5%	7%
CC1CCCC(C)N1C(=O)COC(=O)CCC(=O)c1cccs1 (centres undefined)	-12%	15%	1%	-1.4	-5%	i	3%	0.4%	5%
COc1ccc2nc(C3CCCCC3)nc(C3CCCCC3)c2c1	3%	?	1%	1.1	-1%	i	3%	0.2%	1%
O=c1c2ccccc2nc(/C=C/c2ccc3c(c2)OCO3)n1CCCO	?	?	-2%	1.5	-29%	i	-8%	3.8%	4%
O=C(COC(=O)c1cccc(S(=O)(=O)N2CCOCC2)c1)c1ccccc1	?	-2%	-1%	-1.0	2%	i	-11%	2.1%	-1%
N=C1C(c2ccccc2)=C(O)CN1c1cccc(S(=O)(=O)N2CCCCC2)c1	3%	21%	1%	0.6	3%	i	4%	-0.9%	1%
CCNC(=O)N(CC)C[C@H]1N[C@@](Cc2ccccc2)(C(=O)OC)[C@H]2C(=O)N(C)C(=O)[C@@H]12	0%	1%	1%	-2.0	-10%	i	5%	-0.4%	2%
